KCNQ2 inh = KCNQ2 channel blockers in CHO-K1 cells – cell-based, FluxOR thallium flux, B-score, primary screen (AID 2156) | B-score at 10 µM | O88943 | 310,000 compounds, 1.1% hits | 20 min; active compounds read low;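 active = fluorescence ratio B-score at most minus 3 library SDs, with starting brightness B-score within 2 library SDs, cut at about -5.5 in these data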
Kir21 inh = Kir2.1 (mouse) channel inhibition; P35561; HEK293-Kir2.1, FluxOR thallium flux fluorescence; active compounds read low; B-score at 10 µM; 310,000 compounds, 0.85% hits; AID 1672;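 active = fluorescence ratio B-score at or below minus 3 SD of library scores, with starting-brightness B-score within 2 SD, cut at about -4.2 in these data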;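 also: channel flux triggered by added potassium and thallium sulfate stimulus; B-score of peak minus minimum fluorescence over baseline after thallium stimulus; more negative B-score means stronger Kir2.1 block with less thallium influx; some compounds called inactive have numbers as strong as hits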
Target sequence (P35561 whole entry, looked up): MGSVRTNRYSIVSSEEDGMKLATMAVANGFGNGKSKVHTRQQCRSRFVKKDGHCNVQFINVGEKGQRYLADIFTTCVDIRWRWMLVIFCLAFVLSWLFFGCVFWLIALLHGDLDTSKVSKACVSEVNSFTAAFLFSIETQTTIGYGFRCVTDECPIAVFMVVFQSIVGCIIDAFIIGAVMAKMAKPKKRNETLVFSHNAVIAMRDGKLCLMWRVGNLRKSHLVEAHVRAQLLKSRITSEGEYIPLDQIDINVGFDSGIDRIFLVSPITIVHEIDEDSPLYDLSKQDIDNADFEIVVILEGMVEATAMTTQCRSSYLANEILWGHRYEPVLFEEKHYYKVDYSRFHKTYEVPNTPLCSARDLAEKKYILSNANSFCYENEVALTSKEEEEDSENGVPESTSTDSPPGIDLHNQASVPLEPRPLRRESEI
STK33 kinase inh = human STK33 kinase inhibition | inhibition, % at 10 µM | purified STK33, MBP phosphorylation, ADP-Glo luminescence | 320,000 compounds, 0.073% hits | Q9BYT3;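 active = inhibition at or above 25%, using the most active replicate where run in duplicate; inactive = inhibition below 25%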
Target sequence (Q9BYT3 whole entry, looked up): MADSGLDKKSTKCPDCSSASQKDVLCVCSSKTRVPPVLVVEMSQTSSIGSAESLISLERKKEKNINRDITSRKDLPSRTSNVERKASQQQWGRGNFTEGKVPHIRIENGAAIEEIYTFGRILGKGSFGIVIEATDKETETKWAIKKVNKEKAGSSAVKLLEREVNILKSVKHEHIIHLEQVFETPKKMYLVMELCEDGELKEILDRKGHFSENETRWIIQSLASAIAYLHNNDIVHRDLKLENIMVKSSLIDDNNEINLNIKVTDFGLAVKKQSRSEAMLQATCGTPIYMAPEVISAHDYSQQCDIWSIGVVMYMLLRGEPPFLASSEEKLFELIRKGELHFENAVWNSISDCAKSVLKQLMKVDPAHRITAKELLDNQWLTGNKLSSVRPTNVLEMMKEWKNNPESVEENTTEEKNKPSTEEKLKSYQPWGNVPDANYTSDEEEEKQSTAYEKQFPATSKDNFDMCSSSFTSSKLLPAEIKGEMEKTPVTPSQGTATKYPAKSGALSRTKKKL
An asterisk follows results filed as active; i = inactive; . = not tested or not shown.

SMILES | KCNQ2 inh | Kir21 inh | STK33 kinase inh
N#CCCn1cc(/C=N/O)c(-c2ccc(-c3ccccc3)cc2)n1 | i | -1.5 | -0.6
O=C(CSc1nc(Nc2ccccc2)nc(N2CCOCC2)n1)Nc1ccc(Br)cc1F | i | 0.49 | -1.4
C#CCOCCOCCOCCNc1nc(N2CCN(C(=O)[C@H](CCC(=O)O)n3cc(C(N)CC(C)C)nn3)CC2)nc(N2CCN(C(=O)[C@H](Cc3ccc(O)cc3)n3cc(C(N)[C@H](C)CC)nn3)CC2)n1 (stereo not given in full) | i | -1.3 | -0.2
COc1cccc(N2CCN(C(=S)Nc3cc(C)cc(C)c3)CC2)c1 | i | -0.35 | 0.2
COc1ccc(OCCSc2ncc(CO)n2C)cc1 | i | 0.08 | -0.9
O=C(Nc1ccc(F)cc1)c1ccc2nc[nH]c2c1 | i | -0.03 | 4.8
CCCCOc1ccc(/C=C/C2=CC(C)(C)NC(=S)N2)cc1OCC | i | -0.16 | -1.2
Cc1c(NC(=O)c2cccs2)cccc1-c1nc2ccccc2s1 | i | -0.02 | -1.4
Nc1nc(N2CCN(c3ccccn3)CC2)nc2ccccc12 | i | -0.21 | 0.7
CCC(C)(C)c1nnc(NC(=O)C2CC(=O)N(CCc3ccc(F)cc3)C2)s1 (stereo not given) | i | -0.22 | -1.4
CN1CCC(OC(=O)Cc2ccc(Cl)cc2)CC1 | i | -0.05 | 0.0
Cc1ccc(S(=O)(=O)N(CC(=O)N2CCc3ccccc3C2)c2cccc(Cl)c2)cc1 | i | 0.01 | -1.3
COC(=O)C1C(=O)C2=C(CC1C)NC(C)=C(C(=O)OC(C)C)C2c1ccc(OC)c(O)c1 (stereo not given) | i | 0.78 | -0.9
O=C(Nc1cccc(S(=O)(=O)N2CCCC2)c1)c1ccc2c(c1)OCO2 | i | -3.7 | -0.9
CSc1ccccc1NC(=O)CCn1c(=O)oc2ccccc21 | i | -1.2 | -1.0
CCN(CC)c1nc(SCC(=O)O)nc(N(CC)CC)n1 | i | 1 | -0.5
CCCS(=O)(=O)N1CCC(C(=O)NCCCN(C)Cc2ccccc2)CC1 | i | -1.1 | -1.2
COc1ccc(CCNC(=O)CCN2C(=O)C(C)Oc3ccc(C)cc32)cc1OC (stereo not given) | i | -0.7 | -2.0
Cc1cccc(NC(=O)Cn2nnc(C(=O)NCc3cccs3)c2N)c1C | i | 0.66 | -1.3
CNCc1ccccc1OCc1ccc(F)cc1 | i | -2.5 | -1.9
CC(C)CN1CCN(Cc2ccc(C#CC(C)(C)O)cc2)CC1CCO (stereo not given) | i | -2.4 | -1.7
CN1C(=O)S/C(=C\c2ccccc2OCc2ccc(C(=O)O)cc2)C1=O | i | 1.4 | -1.0
COc1ccccc1N1CCN(C(=O)c2oc3cc(C)cc(C)c3c2C)CC1 | -8.2* | 1.7 | -0.4
Cc1ccc(NC(=O)C2CCN(S(=O)(=O)c3ccc4c(c3)NC(=O)C(C)S4)CC2)c(C)c1 (stereo not given) | i | 0.21 | 0.4
Cc1cc(C)n2cc(COc3ccccc3)nc2n1 | i | 0.26 | -0.1
COc1ccc(S(=O)(=O)N2CCC(C(=O)Nc3cccc(Cl)c3)CC2)cc1OC | i | -0.41 | -0.1
COc1cccc(NC(=O)c2cccs2)c1 | i | -0.16 | 0.6
Cc1onc(-c2ccccc2)c1C(=O)O/N=C(\N)c1ccc([N+](=O)[O-])o1 | i | -1.8 | -0.6
COc1ccc(/C=N/NC(=O)c2ccc[nH]2)cc1 | -6.1* | 0.31 | 3.0
COc1cc(OC)cc(-c2nc3ccccc3c(=O)o2)c1 | i | 0.8 | -1.6
CCN1CCN(S(=O)(=O)c2ccc(Cl)c(C(=O)Nc3nnc(C)s3)c2)CC1 | i | 0.5 | -0.3
COc1cc(/C=C/c2noc(-c3ccccc3O)n2)ccc1OC(C)=O | i | 1.3 | 1.1
S=C(c1ccc(-c2ccc(Cl)c(Cl)c2)o1)N1CCOCC1 | i | -0.05 | 1.3
CCn1c(SCC(=O)Nc2nc(-c3ccccc3)cs2)nnc1-c1ccccc1O | i | -0.29 | -1.5
Cc1nnc(SC(C)C#N)n1-c1ccccc1 (stereo not given) | i | -0.05 | -1.1
COCCn1nnnc1C(C(C)C)N(Cc1cccnc1)Cc1ccccc1Cl (stereo not given) | i | 0.65 | -0.4
COc1cccc(C2NC(=O)c3ccccc3O2)c1OC (stereo not given) | i | -0.63 | -0.6
Cc1ccc(C(=O)C(C)OC(=O)CN2C(=O)NC3(CCCC3)C2=O)cc1C (stereo not given) | i | 1.4 | .
CCn1c(Cc2ccccc2)nnc1SCC(=O)Nc1ccc(S(N)(=O)=O)cc1 | i | 0 | -0.9
Cc1cccc(-c2nn(-c3ccccc3)cc2C(=O)Nc2cccc(S(=O)(=O)NC3=NCCC3)c2)c1 | i | 0.63 | 0.1
Cc1ccc(COc2ccc(/C=N/NC(=O)c3nnn(-c4nonc4N)c3COc3ccc(F)cc3)cc2)cc1 | i | 0.23 | -2.4
CCOC(=O)C(NC(=O)CC)(Nc1nc2c(s1)CCCC2)C(F)(F)F (stereo not given) | i | -0.01 | -1.6
CCN(C(=O)c1ccco1)c1nc(CC(=O)Nc2ccc(Cl)cc2)cs1 | i | 2.1 | -1.1
COc1ccc2c(Cl)c(C(=O)NCCCn3ccnc3)sc2c1 | i | -1.7 | -1.7
Cc1cccc(C)c1NC(=O)COc1ccccc1C(=O)Nc1ccc(Br)cn1 | i | -2.3 | -1.8
CC(=O)Nc1ccc(NC(=O)C2CCN(c3c(Cc4ccccc4)c(C)nc4ncnn34)CC2)cc1 | i | 0.51 | -2.8
N#C/C(=C\c1ccc(Cl)cc1)C(=O)Nc1cccnc1 | i | 0.92 | -1.9
CC(C)CN1CCN=C1Nc1ccccc1 | i | 1.9 | -1.2
O=C(NC1C2CC3CC(C2)CC1C3)C1CCCCC1 (stereo not given) | i | 0.16 | -1.4
CCOc1ccc2nc(SCC(=O)N3CCCCCC3)c(C#N)cc2c1 | i | 0.29 | 1.1
COc1ccc(Cl)cc1N(CC(=O)N1CCCC1)S(C)(=O)=O | i | -0.58 | -1.5
CC1CCCN(S(=O)(=O)c2ccc(C(=O)Nc3nnc(C4=COCCO4)o3)cc2)C1 (stereo not given) | i | -1 | 0.2
Cc1ccc(C)c(NC(=O)CN(C)C(=O)c2cc([N+](=O)[O-])ccc2N2CCOCC2)c1 | i | 1.3 | 0.7
COc1ccc(-c2cc(C)no2)cc1S(=O)(=O)N1CCN(C(=O)c2ccco2)CC1 | i | -2.2 | -0.1
COc1ccccc1C(=O)n1nc(-c2ccccc2)nc1NCc1ccco1 | -8.7* | -1.8 | -2.0
COc1ccc(Cn2c(=O)sc3ccccc32)cc1 | i | 0.23 | -1.0
Cc1cc(=O)[nH]c(SCc2cccc(F)c2)n1 | i | -1.2 | -1.2
Cc1c(/C=C(\CC(=O)O)c2nc3ccccc3s2)cc(C#N)n1C | i | 0.5 | -2.1
COc1ccc(NC(=O)Nc2cc(C)ccc2OC(F)F)c(OC)c1 | i | -0.55 | 2.0
CCOC(=O)N1CCN(C(=O)c2cccc(-n3c(=S)[nH]c4cc(Cl)ccc4c3=O)c2)CC1 | i | 0.01 | -1.0

Additional structures follow.
SMILES | KCNQ2 inh | Kir21 inh | STK33 kinase inh
COc1ccc(-c2nc(SCc3ccc(C#N)cc3)[nH]c(=O)c2C#N)cc1 | i | 0.59 | -2.5
Cc1cccc(C(=O)c2c(N)sc3c2CCC(C)C3)c1 (stereo not given) | i | 1.9 | -0.6
O=C(N/N=C\c1cc(Cl)ccc1O)c1ccc(S(=O)(=O)N2CCCCC2)cc1 | i | 0.22 | -0.4
COc1ccc(NC(=O)CSc2nc3ccccc3c(=O)n2CCCN2CCC(C)CC2)c(OC)c1 | i | -3 | 0.7
COc1ccc(C2C(C(=O)N3CCN(c4ccccn4)CC3)CC(=O)N2c2ccc(OC)cc2)cc1 (stereo not given) | i | 1.4 | -1.4
COc1cc(/C=N/NC(=O)c2cccc(NC(=O)c3ccccc3C)c2)ccc1O | i | -0.26 | 5.0
CCOC(=O)c1cnc2ccc(C(=O)OC)cc2c1NCCCN1CCOCC1 | i | -0.85 | 6.3
CCOc1ccc(N(CC(=O)Nc2ccc(C)cc2C)S(C)(=O)=O)cc1 | i | 0.02 | -0.8
O=C(c1ccccc1C(=O)N1CCN(c2ccccc2F)CC1)N1CCN(c2ccccc2F)CC1 | i | 0.01 | -0.9
O=C(CCN1C(=O)/C(=C/c2ccccc2)SC1=S)NNC(=O)c1ccncc1 | i | 1.1 | -0.8
CCOC(=O)C1CCN(S(=O)(=O)c2ccc3[nH]c4c(c3c2)CCCC4)CC1 | i | 0.34 | 0.4
COc1ccc(NS(=O)(=O)c2c(C)cc(C)cc2C)cc1 | i | -1.2 | -0.4
Cc1ccccc1N1C(=O)C(Oc2ccc(Cl)cc2)C1CNCCCOC(C)C (stereo not given) | i | -2.6 | -0.9
CC(C)Cn1c(N)c(C(=O)COC(=O)c2cnccn2)c(=O)n(C)c1=O | i | 0.13 | 0.0
C/C(=N\NC(=O)c1cc(-c2ccncc2)nc2ccccc12)c1ccc(N2CCOCC2)cc1 | i | 0.95 | -0.3
CC(C)N(C(=O)CS(=O)(=O)c1ccc(Cl)c(Cl)c1)C(C)C | i | -1.4 | 2.4
COc1ccccc1CNC(=O)C1CC(c2ccccc2F)=NO1 (stereo not given) | i | -0.02 | -0.8
CCOc1ccccc1NS(=O)(=O)c1csc(C(N)=O)c1 | i | -3 | -2.0
COc1ccc(/C=C/C2=CCN(Cc3ccc(OC)cc3)CC2)cc1 | i | -0.33 | -1.0
O=C(NCCCCc1ccccc1)C12CN(Cc3ccccc3)CC1C(c1ccc([N+](=O)[O-])cc1)=NO2 (stereo not given) | i | -0.18 | -0.8
O=Cc1cccc(OC(=O)c2ccc(Cl)cc2Cl)c1 | i | -0.02 | -1.9
CCNc1nc(NCC)n2c(SCC(=O)Nc3ccc(F)cc3)nnc2n1 | i | -0.25 | -1.9
Cc1cc(-c2ccccc2)n2nc(C)c(-c3ccccc3)c2n1 | i | -2.4 | -2.0
CCOC(=O)c1c(NC(=O)CSc2nccc(=O)[nH]2)sc(C)c1C | i | 0.93 | -1.2
O=C(CNc1ccc2c(c1)OCO2)N/N=C\c1cn(Cc2ccccc2)c2ccccc12 | i | 0.22 | 2.2
Cc1cccnc1NC(=O)c1ccc(NS(=O)(=O)/C=C/c2ccccc2)cc1 | i | -0.07 | -0.9
O=C(Cc1cc(=O)oc2cc(O)ccc12)NC(Cc1ccc(Cl)cc1)C(=O)O (stereo not given) | i | -0.29 | -1.0
COc1cc(/C=N/NC(=O)CSc2n[nH]c(=O)[nH]c2=O)cc(OC)c1O | i | 0.21 | -1.1
CC(C)NC(=O)COc1ccc(OCc2ccccc2)cc1 | i | -0.55 | -1.2
COc1ccccc1CCC(=O)Nc1ccc(S(=O)(=O)Nc2nccs2)cc1 | i | 0 | -2.0
Cc1ccc(S(=O)(=O)c2nc(NCCCn3ccnc3)sc2Cl)cc1 | i | -0.61 | -0.5
NCCCC[C@H]1CNC(=O)C(=O)N1CCc1cccc2ccccc12 | i | -0.07 | -1.3
O=C(Nc1nnc(S(=O)(=O)N2CCCC2)s1)c1ccccc1Cl | i | 0.05 | 1.0
CS(=O)(=O)N(Cc1ccc(C(=O)NCc2ccco2)cc1)c1ccccc1 | i | 0.84 | 0.2
Cc1ccc(NC(=S)N(CCN(C)C)C(C)c2cccnc2)cc1 (stereo not given) | i | 1.9 | -0.1
Clc1c(Cl)c(Cl)c2n[nH]nc2c1Cl | i | -1.3 | 4.3
CS(=O)(=O)N(CCc1ccccc1)CC(=O)Nc1ccccc1 | i | -1.3 | -2.2
CC(CO)(CO)NCc1ccc(-c2ccccc2)cc1 | i | -0.09 | .
O=C(CNC(=S)N(CCCN1CCOCC1)Cc1cccs1)N1CCOCC1 | i | -3.7 | -1.7
O=Cc1cc(-c2ccccc2)[nH]c1-c1ccccc1 | i | 0.14 | -1.8
CCOc1ccc(C(C)=O)cc1CN1C(=O)c2ccccc2S1(=O)=O | i | -1.1 | 0.1
CC1(C)CC(=O)C(C=NCCCN2CCCC2=O)=C(O)C1 | i | -0.14 | -2.6

Screening data as filed in PubChem BioAssay.
